Bioassay records from PubChem.
PABP1 MLLE inh: inhibitors of PABP1 MLLE–PAM2 peptide binding, primary screen, biochemical, fluorescence polarization, FITC-PAM2, GST-MLLE; Polyadenylate-binding protein 1 (Homo sapiens), P11940; inhibition, % at 20 µM; hit rate 0.36% among 360,000; AID 588489, 2011; in the data active means inhibition above about 35%, passing the limit was not always enough;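 further: plate controls were DMSO wells with GST-MLLE for no effect and wells lacking GST-MLLE protein for full effect; some results filed as inactive read as strong as hits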
MsrA inhibitor: bovine MsrA enzyme inhibitors, primary screen, biochemical, absorbance, HTS | purified bovine MsrA, absorbance read-out | inhibition, % at 15.5 µM | hit rate 0.75% among 360,000 | AID 651718, 2012; in the data active means inhibition above about 4.5%;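 further: 0% = vehicle wells with enzyme and 100% = reference inhibitor wells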
MsrA act: bovine MsrA enzyme activators, primary screen, biochemical, absorbance, HTS; Methionine sulfoxide reductase A (Bos taurus); purified bovine MsrA, absorbance read-out; activation, % at 10.6 µM; hit rate 0.3% among 360,000; in the data active means activation above about 7.5%;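 further: 0% = vehicle and 100% = reference activator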
TbMetRS inhib: T. brucei MetRS inhibitors, primary screen, biochemical, luminescence | methionyl-tRNA synthetase (Trypanosoma brucei brucei) | purified T. brucei MetRS, ATP depletion, Kinase-Glo luminescence | inhibition, % at 11.9 µM | hit rate 0.4% among 360,000 | AID 624268, 2012;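 active means inhibition above a per-plate cutoff of the control wells' mean inhibition plus 3 SD, cut at about 5.5% in these data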;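 further: 0% = DMSO wells median and 100% = median of wells with control inhibitor compound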
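Material: parasite MetRS enzyme / Replication: singlicate, one well per compound / Signal: luminescence of leftover ATP / Schedule: 2 h aminoacylation at 25 °C after 15 min preincubation / Medium: HEPES-MgCl2-KCl buffer plus DTT, spermine, BSA, pyrophosphatase / Doses: 11.9 µM single point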
SKN-1 block: suppressors of acrylamide-induced Pgst-4::GFP reporter in worms, primary screen, SKN-1 inhibitor project, whole organism, uHTS, GFP/RFP fluorescence ratio, strain VP596; C. elegans VP596 Pgst-4::GFP/RFP ratio, 24 h; inhibition, % at 21.8 µM; hit rate 0.49% among 360,000;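 active means interference check ratio from 0.5 to 1.5 plus GFP to RFP signal ratio inhibition reaching or exceeding a fixed threshold, cut at about 30% in these data, passing the limit was not always enough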; further: some compounds called inactive have numbers as strong as hits
NRP1-CendR mod: modulators of CendR peptide binding to NRP-1, primary screen, biochemical, fluorescence polarization, uHTS | inhibition, % at 25 µM | Neuropilin-1 (Homo sapiens), O14786 | FAM-RPARPAR peptide binding to NRP-1 | hit rate 0.85% among 360,000;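 active means inhibition or corrected inhibition above about 18%, plus a signal ratio from 0.5 to 1.5, limit read from the data, passing the limit was not always enough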; further: strong numbers were not always called active
Target sequence (O14786 whole entry, looked up): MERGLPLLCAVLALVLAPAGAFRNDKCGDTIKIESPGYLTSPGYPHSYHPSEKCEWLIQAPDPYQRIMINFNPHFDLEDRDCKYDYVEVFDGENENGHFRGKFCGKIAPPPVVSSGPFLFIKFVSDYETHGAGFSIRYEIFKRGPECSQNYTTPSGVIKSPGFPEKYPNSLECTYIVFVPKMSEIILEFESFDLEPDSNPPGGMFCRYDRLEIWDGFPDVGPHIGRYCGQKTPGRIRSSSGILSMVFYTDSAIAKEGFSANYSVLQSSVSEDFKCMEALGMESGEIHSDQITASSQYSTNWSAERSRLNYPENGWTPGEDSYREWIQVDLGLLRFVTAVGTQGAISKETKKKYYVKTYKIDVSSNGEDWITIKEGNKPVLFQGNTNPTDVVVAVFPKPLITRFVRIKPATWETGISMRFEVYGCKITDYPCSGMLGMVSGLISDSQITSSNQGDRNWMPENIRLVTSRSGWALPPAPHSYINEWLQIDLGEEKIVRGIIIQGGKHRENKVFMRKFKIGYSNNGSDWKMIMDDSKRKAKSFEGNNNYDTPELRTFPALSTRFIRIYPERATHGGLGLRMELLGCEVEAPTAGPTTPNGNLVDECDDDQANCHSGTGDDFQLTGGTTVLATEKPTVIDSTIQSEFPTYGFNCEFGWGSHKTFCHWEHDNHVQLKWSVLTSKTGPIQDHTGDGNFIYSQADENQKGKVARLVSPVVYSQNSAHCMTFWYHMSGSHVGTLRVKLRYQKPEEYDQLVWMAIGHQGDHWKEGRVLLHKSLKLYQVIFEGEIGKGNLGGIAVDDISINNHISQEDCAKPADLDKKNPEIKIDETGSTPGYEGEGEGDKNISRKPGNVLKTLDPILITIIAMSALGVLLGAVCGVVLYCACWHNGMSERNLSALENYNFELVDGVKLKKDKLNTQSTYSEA
eLon inh: inhibitors of E. coli Lon protease, primary screen, biochemical, fluorescence polarization; hit rate 0.42% among 360,000; inhibition, % at 7.94 µM; purified E. coli Lon protease; P0A9M0; AID 602123, 2011; in the data active means inhibition above about 13%, passing the limit was not always enough;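 further: 0% = enzyme with probe and DMSO and 100% = no enzyme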
FAS TE block: FAS thioesterase domain inhibitors, primary screen, biochemical, fluorescence intensity, uHTS. hit rate 0.67% among 360,000. inhibition, % at 15 µM. Fatty acid synthase (Homo sapiens), P49327. AID 602261, 2012. recombinant FAS-TE, OMFH fluorogenic substrate, fluorescence endpoint;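 active means compounds whose normalised, plate-corrected inhibition of enzyme fluorescence in the single-dose primary screen is 50% or more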;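 further: 0% = DMSO with enzyme and 100% = substrate without enzyme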
MT1-MMP act inh: blockers of MT1-MMP proenzyme processing, primary screen, HT1080 RFP-PRO-GFP cells, GFP/RFP fluorescence; hit rate 0.061% among 360,000; GFP/RFP ratio fluorescence, overnight; percent of plate control window, DMSO zero; Matrix metalloproteinase-14 (Homo sapiens), P50281; GFP/RFP ratio change, % at 20 µM;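 active means GFP/RFP ratio change of at least 30% with cell ATP level not reduced by more than half and red fluorescence within 50% of control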; further: strong numbers were not always called active
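Material: RFP-PRO-GFP reporter HT1080 cells. Dosing: single-point 20 µM compound, 1% DMSO. Controls: DMSO and RFP-L50D-GFP cell wells. Timing: cells overnight before dosing, compound overnight, 37 °C, 5% CO2. Measure: GFP/RFP fluorescence ratio.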
Starred values were filed as active, the others as inactive; / = no result given.

mol,PABP1 MLLE inh,MsrA inhibitor,MsrA act,TbMetRS inhib,SKN-1 block,NRP1-CendR mod,eLon inh,FAS TE block,MT1-MMP act inh
N#Cc1c(-c2ccc(Cl)cc2)c(C#N)c(=O)n(N)c1N,-3,4.9*,-4,0.6,9,4,3,34,1
NCCCCCc1nnc(SCc2cccc(Cl)c2)o1,-13,-0.7,-2,-0.3,-12,-6,4,-1,0
CNC(=S)N(CCN(C)C)Cc1cc2cc3c(cc2[nH]c1=O)OCO3,-58,2.5,-2,0.8,1,8,1,-5,-1
Cc1ccccc1P(=O)(CO)c1ccccc1C,3,1.1,-2,-1.7,2,7,0,-4,6
COc1ccc(C(C)(NC(C)=O)c2nc(/C=C/c3ccccc3)cs2)cc1 (stereo not drawn),-1,0.4,-6,0.1,12,0,2,10,3
CC(C)(C)c1nc(NCC2CCCO2)c2nnn(Cc3ccccc3)c2n1 (stereo not drawn),1,-0.1,-3,0.3,-5,-6,-4,5,-3
ON=C1CCN(c2ncc(C(F)(F)F)cc2Cl)CC1,0,1.7,-3,-0.7,4,2,-3,-8,1
OC(COc1ccc2c(c1)CCC2)CN1CCN(c2cccc(Cl)c2)CC1 (stereo not drawn),-3,0.6,-2,-0.6,23,6,9,21,-2
CCC1Nc2ncnc(N3CCc4ccccc4C3)c2N(Cc2ccc(Br)cc2)C1=O (stereo not drawn),-2,/,-3,0.4,21,3,-4,31,-3
CC(C)(C)n1nc2c(c1NC(=O)COc1ccc(Cl)cc1)CS(=O)(=O)C2,7,-0.4,-3,0.9,-14,-4,-7,6,1
Cn1ccc2c(N(Cc3ccccc3)Cc3ccccc3)cc3c(c21)C1CCC3C1 (stereo not drawn),8,0.2,-3,-0.4,17,8,7,11,-1
COCCCNC(=O)c1cc(C)nc2ccc(F)cc12,-10,-0.3,-3,-0.2,26,3,7,-8,2
Nc1c(-c2ccc(F)cc2)cnc2ncnn12,-10,-0.8,-2,-0.4,22,-8,-10,-8,6
Cc1cccc(N2CCN(C(=O)c3ccc(NC(=O)CC4SC(N5CCCC5)=NC4=O)cc3)CC2)c1C (stereo not drawn),-2,-1.1,-1,-0.1,0,0,-16,2,-5
CCNC(=O)CSc1nnc(C2CC2)n1-c1ccccc1,-1,0.4,3,-0.6,6,0,-3,-5,-2

The final 2 compounds of the part before come first, to join the parts:
mol,PABP1 MLLE inh,MsrA inhibitor,MsrA act,TbMetRS inhib,SKN-1 block,NRP1-CendR mod,eLon inh,FAS TE block,MT1-MMP act inh
Cc1cccc(N2CCN(C(=O)c3ccc(NC(=O)CC4SC(N5CCCC5)=NC4=O)cc3)CC2)c1C (stereo not drawn),-2,-1.1,-1,-0.1,0,0,-16,2,-5
CCNC(=O)CSc1nnc(C2CC2)n1-c1ccccc1,-1,0.4,3,-0.6,6,0,-3,-5,-2
COc1ccc(CCNC(=O)Nc2ccc([N+](=O)[O-])cc2)cc1OC,-3,3.9,-5,-0.2,7,-9,2,4,2
COc1ccc(S(=O)(=O)NCC(c2ccco2)N2CCc3ccccc3C2)cc1 (stereo not drawn),12,-0.6,-1,-0.2,17,-17,-1,20,0
O=C(CSC(=O)c1ccccc1)Nc1ccccc1F,20,0.3,-4,-0.3,1,6,1,1,-4
OCC[C@@H]1C[C@H](O)[C@@H](O)[C@@]2(OCCCc3cc(C(F)(F)F)ccc32)O1,-3,-0.7,-1,-0.3,8,14,-7,-6,2
Cc1ccc(-n2cc(CNCCN3CCOC3=O)c(-c3cccc(C)c3)n2)cc1,-14,0.3,-4,-0.6,19,4,16*,2,3
COc1ccc(C2c3c(ncn(CCCN4CCOCC4)c3=N)Oc3ccc4ccccc4c32)cc1OC (stereo not drawn),-4,2.0,-3,-0.6,-4,-13,-3,-3,-2
CC1(C)CC(NC(=O)c2ccccc2NS(=O)(=O)c2ccc(Br)cc2)CC(C)(C)N1,4,0.0,-4,-0.2,-2,-1,1,-5,-1
CC1SC(=NC(=O)C(C)N2C(=O)c3ccccc3C2=O)NC1=O (stereo not drawn),23,-0.1,1,-0.1,8,-6,0,-6,3
Cc1ccccc1NC(=O)NCCCN1CCN(C)CC1,-3,-0.4,0,-0.1,12,5,1,-6,3
Cc1cccc(C)c1OCC(=O)Nc1ccc2c(c1)OCCO2,11,-0.2,-2,-0.4,2,1,-5,5,1
O=[N+]([O-])c1ccccc1S(=O)(=O)N1CCN(c2ccccc2)CC1,-5,0.3,-2,-0.1,11,4,-1,35,-2
c1ccc(Nc2nc(-c3ccccc3)nc3ccccc23)cc1,3,-0.1,-6,-0.7,17,-9,2,24,-3
Cc1ccc(S(=O)(=O)c2nc(-c3ccco3)oc2SC(C)C)cc1,-106,0.7,-3,-0.7,3,-36,-21,24,-5
CN(C(=O)CSc1ncnc2sccc12)C1CCS(=O)(=O)C1 (stereo not drawn),-3,-0.7,-1,-0.2,3,-10,-5,-9,0
COC(=O)c1c(N2C(=O)Nc3ccccc3N2O)sc(C)c1C,4,0.6,-8,-0.2,-8,-8,0,-7,-6

Other results follow.
mol,PABP1 MLLE inh,MsrA inhibitor,MsrA act,TbMetRS inhib,SKN-1 block,NRP1-CendR mod,eLon inh,FAS TE block,MT1-MMP act inh
C=CC[C@H](CC(=O)NCCO)C(=O)NCCOC(=O)[C@@H](CC=C)Cc1ccc(F)cc1,15,-0.6,-8,-0.5,7,17,15,-13,1
Cn1ccnc1SCC(=O)N1CCN(S(=O)(=O)c2ccccc2)CC1,10,0.8,-1,-1.0,8,-2,8,-1,-5
Cc1cc(C)c([N+](=O)[O-])cc1-c1ccc(/C=N/c2c(-c3ccco3)nc3ccccn23)o1,-20,3.9,-4,-0.2,-5,0,31*,13,-19
Cc1cccc(NC(=O)COc2ccc(-c3nn(C)c(=O)c4ccccc34)cc2)c1,-10,-0.1,7,0.9,-1,1,3,1,-3
COC(=O)[C@]12CCCCC=C1N(Cc1ccc3c(c1)OCO3)C(=O)[C@H](CC(=O)NCc1cccc(C(F)(F)F)c1)C2,/,-0.1,/,0.2,9,6,/,/,5
CCC(=O)Nc1cccc(NC(=S)NC(=O)c2ccccc2)c1,31,-0.2,-1,0.2,-5,-5,6,-11,7
O=C(NCCCn1ccnc1)c1cc(S(=O)(=O)N2CCOCC2)c(Cl)cc1Cl,-14,0.9,-9,-0.8,18,-2,-3,-11,-1
Cc1cc(C)c(CC(=O)c2ccccc2)c(C)c1,1,-0.3,-2,-0.2,2,2,1,-4,-1
CN(CC(=O)NCCc1ccc(F)cc1)CC(=O)Nc1ccc(F)c(F)c1F,1,1.8,-9,-0.6,12,-8,-2,3,2
Cc1nc(-c2ccc(S(=O)(=O)Nc3ccc(Br)cc3Cl)s2)cs1,-6,1.3,-1,0.2,2,-5,-3,16,1
Cc1csc(NC(=O)c2cccnc2Cl)n1,-1,2.7,-2,-0.4,-10,-2,-4,-5,-4
O=C(CCS(=O)(=O)c1ccccc1)Nc1nc2c(s1)COc1ccccc1-2,-17,0.2,-7,-1.0,1,-6,-2,16,2
O=C(CCNC(=O)c1ccc(Br)cc1)Nc1ccc(S(=O)(=O)N2CCCCC2)cc1,1,-0.4,-4,-0.5,2,4,9,-6,3
Cc1nc(N2CCN(S(=O)(=O)c3cccc4nonc34)CC2)c2c3c(sc2n1)CCCC3,2,0.0,-7,-1.4,15,-5,-4,54*,-7
CCc1c(Cl)nc(N)nc1Nc1ccccc1Cl,1,0.9,-2,-0.3,15,-5,-3,-5,1

Further entries:
mol,PABP1 MLLE inh,MsrA inhibitor,MsrA act,TbMetRS inhib,SKN-1 block,NRP1-CendR mod,eLon inh,FAS TE block,MT1-MMP act inh
O=C(O)COc1ccc(-c2nnn(Cc3ccccc3F)n2)cc1,5,-0.5,-5,-1.0,-24,-7,-5,-5,2
CCC(=O)Nc1nnc(S(=O)(=O)N2CCc3ccccc32)s1,-15,0.3,-8,-0.3,-19,-5,4,-10,-3
Cc1ccc(-c2[nH]nc3c2C(C)C(C#N)=C(N)O3)cc1 (stereo not drawn),3,-0.5,-5,0.0,0,5,1,-6,-2
CCN(CC(=O)Nc1c(F)cccc1F)C(=O)C1CCN(C(=O)Nc2ccccc2)CC1,-6,-0.8,-7,-0.4,-3,3,4,-3,2
Cn1c(=O)c2cc(NC(=S)NC3CCCCC3)ccc2n1Cc1ccc(Cl)cc1,-41,0.6,1,0.3,-6,-16,2,11,0
O=C(CN1CCN(S(=O)(=O)c2ccccc2)CC1)NC1CC1,-2,-0.3,-4,-0.6,1,7,-9,-3,2
O=C1C(=O)N(c2ccc(O)cc2)C(c2ccccc2[N+](=O)[O-])/C1=C(\O)c1ccccc1 (stereo not drawn),-5,3.0,-6,-0.1,0,2,5,-4,0
CCN(CC(=O)NCc1ccc(Cl)cc1)C(=O)COc1ccc(C)cc1C,-19,-0.1,-1,0.0,-16,-4,-1,5,1
COC(=O)C1=C(C(=O)OC)C2C(C)=CC(C)=CN2C(C(=O)OC)=C1C(=O)OC (stereo not drawn),15,-1.4,-3,-0.5,3,2,20*,-7,-7
COc1cccc(CNC(=O)CC2C(=O)NCCN2Cc2ccoc2)c1OC (stereo not drawn),4,2.5,-9,-1.9,1,2,-6,-9,-3
CCCNC(=O)N1CCC(n2nccc2NC(=O)CCOc2ccccc2)CC1,7,-0.6,-11,-0.1,-10,-3,0,-7,/
CC1(C(=O)NCc2cccs2)Cc2c(-c3cccc(C(F)(F)F)c3)ccnc2O1 (stereo not drawn),-2,-0.7,-2,-1.4,4,5,0,12,1
CCC/C(C)=C/c1ccc(CC)cn1,2,-0.4,3,-0.5,12,9,-5,-6,3
O=C(CCC(=O)N1CCN(c2ccc(O)cc2)CC1)c1cccs1,3,2.2,-3,-0.5,3,13,-12,-4,-6
CC1CCN(C(=O)c2ccc(N3C(=O)c4ccccc4C3=O)cc2)CC1,-2,1.4,-3,1.5,7,2,6,-3,-1

The list continues:
mol,PABP1 MLLE inh,MsrA inhibitor,MsrA act,TbMetRS inhib,SKN-1 block,NRP1-CendR mod,eLon inh,FAS TE block,MT1-MMP act inh
CCn1c(NC(=O)c2ccccc2)nc2ccccc21,-2,1.6,-3,-0.5,20,-5,-1,1,4
Cc1ccc(/C=C(\NC(=O)c2ccc(C)cc2)C(=O)NCCCn2ccnc2)cc1,-9,-0.6,-2,-0.2,-1,-9,4,-1,-1
CCc1ccc(C(=O)CSc2nc(N)cc(=O)[nH]2)cc1,16,0.3,2,0.2,-1,-1,-8,-4,4
O=C(COc1ccccc1Cl)N1CCNC1=O,-4,-0.3,-3,-0.2,-6,-10,2,-6,-1
COC(=O)/C=C1\S/C(=N/N=C/c2ccc(Cl)cc2)NC1=O,5,-0.1,-4,-0.1,3,-4,-5,4,3
COc1ccccc1NC(=O)Cc1nnc(SCC(=O)c2ccccc2)n1C,0,-0.6,-2,0.0,10,-4,5,-3,1
COc1ccc(S(=O)(=O)N2CCCC(C(=O)NC3CC3)C2)cc1OC (stereo not drawn),5,2.3,1,-0.2,8,-8,-1,-7,4
